# Screening data from PubChem.
# Efflux pump inh – antifungal efflux pump inhibition, Nile Red retention | actives 0.44% (n = 330,000) | S. cerevisiae Candida pump triplex | inhibition, % at 10 µM | AID 485275;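 active means plate passing quality check with inhibition over a set limit, or well fluorescence over plate mean plus 4 SD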;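 further: Nile Red retained in pooled yeast measured as flow cytometry median fluorescence; 0% = buffer negative control and 100% = Enniatin B positive control; higher means more Nile Red kept so more efflux inhibition; some compounds called inactive have numbers as strong as hits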
# HCV core dimer – blocks dimerization of HCV core protein; TR-FRET GST/Flag-core106 dimerization, 1536-well; inhibition, % at 5 µM; actives 0.33% (n = 300,000);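 active means inhibition above the mean of all tested compounds plus 3 SD, set per screening campaign, cut at about 45% in these data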
#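 test system = GST/Flag-tagged HCV core106 proteins | probe or stimulus = Eu donor and XL665 acceptor anti-tag antibodies | times = compound-protein-antibody incubation 4 h at 22.5 °C | signal = TR-FRET, excitation 340 nm, emission 617 and 671 nm | measure = percent inhibition of core106 dimerization signal | controls = wells lacking GST-core106 and wells with excess unlabelled core106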
# CTSL1 counter – cathepsin L1 inhibition, PFM18AAP counter-screen; recombinant F. hepatica cathepsin L1, Z-Leu-Arg-MCA fluorescence; inhibition, % at 5.96 µM; actives 0.49% (n = 300,000); AID 1906;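 active means inhibition above the mean of all tested compounds plus 3 SD, set per screening campaign, cut at about 17% in these data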;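 further: 0% = plate median of test compound wells and 100% = 1 µM Z-Phe-Ala-diazomethylketone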
# PREPL inh – human PREPL enzyme inhibition; inhibition, % at 5.96 µM; actives 0.68% (n = 320,000); recombinant PREPL, fluorescence polarization activity-based probe; Q4J6C6; in the data active means inhibition above about 43%;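 further: 0% = enzyme with DMSO and 100% = wells lacking enzyme; many of its hits are not listed in these tables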
# EBNA-1 inh – blocks EBNA-1 binding to DNA. inhibition, % at 14.8 µM. actives 0.34% (n = 300,000). EBNA-1 DNA binding, fluorescence polarization. AID 1950; in the data active means inhibition above about 28%
# PP5 inh – PP5 (human) phosphatase inhibition | purified PP5c, OMFP substrate fluorescence | actives 0.18% (n = 320,000) | inhibition, % at 6.7 µM | P53041;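 active means inhibition above the campaign's mean inhibition across all tested compounds plus 3 SD, cut at about 9.5% in these data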;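 further: 0% = DMSO only and 100% = 100 µM cantharidin control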
# Target sequence (P53041 whole entry, looked up): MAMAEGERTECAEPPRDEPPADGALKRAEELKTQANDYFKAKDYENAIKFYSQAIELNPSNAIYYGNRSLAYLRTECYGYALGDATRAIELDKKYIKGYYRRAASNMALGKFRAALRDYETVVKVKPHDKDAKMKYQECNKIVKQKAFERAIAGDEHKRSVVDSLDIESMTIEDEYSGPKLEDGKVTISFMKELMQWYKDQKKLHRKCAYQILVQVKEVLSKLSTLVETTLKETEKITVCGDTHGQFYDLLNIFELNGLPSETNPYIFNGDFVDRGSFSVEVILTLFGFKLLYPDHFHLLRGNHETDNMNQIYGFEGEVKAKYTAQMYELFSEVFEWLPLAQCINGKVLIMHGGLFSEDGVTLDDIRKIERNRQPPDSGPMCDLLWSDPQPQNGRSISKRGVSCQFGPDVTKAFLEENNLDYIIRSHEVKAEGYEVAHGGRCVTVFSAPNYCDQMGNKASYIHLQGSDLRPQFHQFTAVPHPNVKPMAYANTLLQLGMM
# PP1 counter – blocks human PP1-alpha phosphatase, a PP5 counter-screen. P62136. purified PP1alpha, OMFP fluorescence. inhibition, % at 6.7 µM. actives 0.9% (n = 320,000). AID 2235;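 active means inhibition above the mean inhibition of all tested compounds plus 3 SD, computed separately for each screening campaign, cut at about 15% in these data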
# Target sequence (P62136 whole entry, looked up): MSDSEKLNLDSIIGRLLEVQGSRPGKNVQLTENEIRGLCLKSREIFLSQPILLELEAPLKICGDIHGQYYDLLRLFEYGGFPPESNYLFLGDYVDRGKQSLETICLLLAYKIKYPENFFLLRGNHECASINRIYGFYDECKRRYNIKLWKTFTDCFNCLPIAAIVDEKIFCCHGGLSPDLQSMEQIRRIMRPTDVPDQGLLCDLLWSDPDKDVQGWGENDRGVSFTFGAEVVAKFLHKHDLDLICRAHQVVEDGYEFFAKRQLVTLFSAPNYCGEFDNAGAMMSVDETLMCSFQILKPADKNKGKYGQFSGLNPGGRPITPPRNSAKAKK
# ZTA DNA inh – counter-screen for EBNA-1 inhibitors: inhibitors of Epstein-Barr virus ZTA; ZTA-DNA binding, fluorescence polarization; inhibition, % at 11 µM; actives 0.15% (n = 320,000); in the data active means inhibition above about 33%
# Target sequence (P03206 whole entry, looked up): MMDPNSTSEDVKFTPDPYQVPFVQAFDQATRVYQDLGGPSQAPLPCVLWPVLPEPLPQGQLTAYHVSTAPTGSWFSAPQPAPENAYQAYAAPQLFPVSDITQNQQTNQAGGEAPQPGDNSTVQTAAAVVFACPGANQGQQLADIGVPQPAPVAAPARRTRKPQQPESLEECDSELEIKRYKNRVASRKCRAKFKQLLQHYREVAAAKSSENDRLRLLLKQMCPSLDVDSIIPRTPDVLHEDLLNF
# TPT1 inh – inhibitors of Candida albicans tRNA 2'-phosphotransferase TPT1; inhibition, % at 5 µM; actives 0.81% (n = 300,000); recombinant caTPT1, FP RNA substrate dephosphorylation;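 active means inhibition above the mean of all tested compounds plus 3 SD, set per screening campaign, cut at about 24% in these data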;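 further: plate controls were DMSO alone for no effect and ferristatin control at 100 nM for full effect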
# * hit, by the source's call; . = no result given. These rows are one share of the data (hit frequency here may not be typical).
canonical_smiles	HCV core dimer	PP5 inh	Efflux pump inh	CTSL1 counter	ZTA DNA inh	PP1 counter	EBNA-1 inh	PREPL inh	TPT1 inh
CC(C)C(OC(=O)CN1C(=O)COc2ccccc21)C(=O)NC1CCCC1 (centres undefined)	2	2.2	0.4	-1	-19	0	4	9	2
O=C(N/C(=C/c1cn(-c2ccccc2)nc1-c1ccccc1)C(=O)N1CCOCC1)c1ccc(Cl)cc1Cl	8	-0.6	0.0	1	0	-1	-1	3	-2
COc1ccc(C)cc1NC(=O)CN(C)S(=O)(=O)c1ccc2c(c1)CCCN2C(C)=O	0	-0.5	-0.1	0	-5	-5	-10	-6	-2
S=c1[nH]c(-c2ccccc2)cn1/N=C/c1ccccc1Br	5	2.3	-0.1	1	-9	3	-10	18	3
CCN1CCN(CCCOc2ccc(Cl)cc2Br)CC1	-4	3.9	0.1	0	-17	1	2	12	4
Cc1ccc2nsnc2c1S(=O)(=O)NCc1cccnc1	2	0.6	0.0	6	1	-2	8	2	1
Cc1ccccc1C(=O)N1CCC(C(=O)Nc2nccs2)CC1	-6	-2.0	0.0	-5	-2	4	-10	8	1
Cc1ccc2oc(-c3cccc(NC(=O)c4ccc(Br)o4)c3)nc2c1	6	2.4	0.0	-1	3	-3	0	-15	-2
Cc1ccc(C)c(S(=O)(=O)NCc2ccc(C(=O)NCc3ccccn3)cc2)c1	6	4.2	0.1	-2	4	-5	-3	4	5
O=C(O)c1ccc2c(c1)C(=O)N(c1ccc([N+](=O)[O-])cn1)C2=O	-3	2.8	0.5	-3	5	2	-1	6	0
O=C1N(CCCCN2C(=O)C3(OCCO3)c3ccccc32)c2ccccc2C12OCCO2	-6	0.0	0.3	-1	-2	-10	-2	20	1
NC(CC(=O)NC(c1ccccc1)(c1ccccc1)c1ccccc1)C(=O)O (centres undefined)	-2	2.2	-0.1	5	4	0	4	6	-3
Cc1cc(NC(=O)CCC(=O)N(CC(=O)NC2CCCC2)c2ccc(C(C)C)cc2)no1	8	0.1	0.1	2	1	2	8	4	0
CCn1c(CNC(=O)c2ccco2)nnc1SCCOc1ccccc1	-2	2.6	0.0	-1	2	0	-14	0	-2
Cc1nnc(NC(=O)CSc2nc3ccccc3[nH]2)s1	7	-2.5	0.3	-1	-5	-5	-8	-1	0
CN(C(=O)CSc1nc(N)nn1-c1ccccc1)c1ccccc1	7	0.6	0.1	2	-4	0	0	3	-2
CC(=O)N1CCc2cc(S(=O)(=O)CCC(=O)NCc3ccc4c(c3)OCO4)ccc21	5	4.0	-0.1	18*	-10	3	-2	-3	4
O=C(/C=C/c1ccccc1)NC(NC(=S)Nc1ccc(Cl)cc1)C(Cl)(Cl)Cl (centres undefined)	20	2.5	0.0	2	5	3	12	-6	-5
CCC1CCCCN1C(=O)C(=O)c1cn(CC(=O)N(CC)CC)c2ccccc12 (centres undefined)	-1	2.0	-0.1	-1	-1	-1	1	-6	-1
Nc1nc2c(s1)C(=O)CC(c1ccccc1)C2 (centres undefined)	3	0.0	0.0	-1	5	-1	11	-10	2
Cc1ccc2c(C(=O)CN3CCCC(C)C3)c(C)[nH]c2c1 (centres undefined)	-13	-4.9	0.1	10	-8	-1	-6	21	-7
CCN(CC)S(=O)(=O)c1ccc(N2CCCC2)c(NC(=O)CN2C(=O)NC3(CCCC3)C2=O)c1	9	0.7	-0.1	-2	21	21*	9	-7	0
Cc1ccc(NC(=S)c2nc3ccccc3[nH]2)c(C)c1	-3	4.9	-0.2	3	5	1	-1	1	4
COc1ccccc1CN(C)C(=O)c1ccc(S(=O)(=O)NCc2ccco2)cc1	.	-2.8	-0.2	.	-3	-1	.	12	.
c1ccc(-c2cnnc(N3CCOCC3)n2)cc1	0	1.6	-0.1	0	-2	-4	1	7	3

# The results go on.
canonical_smiles	HCV core dimer	PP5 inh	Efflux pump inh	CTSL1 counter	ZTA DNA inh	PP1 counter	EBNA-1 inh	PREPL inh	TPT1 inh
Cc1ccc(C2CC(=O)c3cnn(-c4nc(C)cc(C)n4)c3C2)cc1 (centres undefined)	-8	1.3	0.0	3	-3	12	-6	17	-5
COC(=O)[C@H](CCSC)NC(=O)N1CCC(C)CC1	-1	0.2	0.5	-3	3	-6	5	0	-1
COc1ccc(Cl)cc1NC(=O)CN1CCN(Cc2ccccc2)CC1	2	1.3	-0.1	8	-10	-4	-4	2	5
Nc1nnc(CC(=O)N/N=C/c2cccc(OCCOc3ccccc3)c2)s1	19	1.1	0.3	1	10	2	-6	-5	4
OC(CCN1CCCCC1)(c1ccccc1)C1CCCCC1 (centres undefined)	-7	0.3	-0.2	5	-14	-3	-1	13	0
CC(C)C(c1nnnn1C(C)(C)C)N1CCN(c2cccc(Cl)c2)CC1 (centres undefined)	6	-8.0	0.1	10	-5	-10	-5	-2	-7
COc1ccc(CNC(=O)C2CCN(S(=O)(=O)c3ccc4c(c3)NC(=O)C(C)S4)CC2)cc1 (centres undefined)	9	-1.6	0.0	-4	9	-2	5	0	5
COc1cccc(NC(=O)CN(C)C(C)C(=O)Nc2cc([N+](=O)[O-])ccc2Cl)c1 (centres undefined)	3	0.3	-0.1	-3	-6	2	1	-3	-1
CS(=O)(=O)c1ccc(Cl)c(NC(=O)Cc2c(F)cccc2Cl)c1	11	-2.7	-0.1	1	-6	-4	44*	12	-4
CC(C)(C)c1ccc(S(=O)(=O)N2CCN(CC(O)COCC3CCCO3)CC2)cc1 (centres undefined)	.	-0.4	0.1	.	-5	-5	.	2	.
COc1cccc(C2=NOC(C(=O)Nc3cc(C)on3)C2)c1 (centres undefined)	0	1.4	-0.1	2	13	0	3	2	-1
O=C(Cn1c(CO)nc2ccccc21)Nc1ccc2c(c1)OCCCO2	.	2.2	0.0	.	10	-2	.	1	.
COc1ccc(CN(C(=O)COc2ccc(C)c(C)c2)C2CCS(=O)(=O)C2)cc1OC (centres undefined)	7	-0.9	0.0	8	9	-4	5	28	-2
CCOC(=O)c1c(C)c(C(=O)NCc2ccco2)c(C)n1C	3	-1.7	-0.1	-2	-8	-2	1	-3	19
O=C(CN1CCOCC1)Nc1ccccc1C(=O)Nc1ccccc1	-11	0.2	-0.1	-3	9	-3	-19	11	0
Cc1ccc(C(=O)N/C(=C/c2ccc(-c3cccc([N+](=O)[O-])c3)o2)C(=O)NC(C)C)cc1	-5	1.8	-0.1	4	-4	2	-8	4	2
COc1ccc(S(=O)(=O)N2CCCCCC2)cc1C(=O)N(C)CCOc1ccc(Cl)cc1	6	-0.7	0.1	2	1	-2	-1	28	-1
CCCCCn1c(CNC(C)=O)nc2ccccc21	1	-1.4	0.0	-2	5	5	11	-1	-8
CCn1c(SCc2ccc(Cl)cc2Cl)nc2nc3c(cc2c1=O)CCCC3	4	-1.0	0.1	6	13	-2	0	-3	-1
O=C(c1ccc(Cl)cc1Cl)N1CCC(C(=O)N2CCOCC2)CC1	-2	1.4	0.0	-2	4	2	-7	1	-1
Cc1cccc(Cc2ccc(Cl)nn2)c1	-6	1.4	0.0	2	-13	-2	-5	8	-3
CCOC(=O)c1ccc(NC(=S)Nc2ccc(C)cc2)cc1	7	0.0	-0.1	5	8	-2	-5	14	-2
CC(C)CNC(=O)COCc1cc(-c2ccc3c(c2)OCO3)on1	-7	2.2	0.0	-10	-5	-3	4	4	1
COc1ccccc1C1Nc2cccc3cccc(c23)N1	-16	1.4	-0.3	-1	3	4	10	24	0
Cc1c(C)c2c(OCC(=O)N3CCC(C(N)=O)CC3)cc3c(c2oc1=O)CCC(C)(C)O3	-2	7.8	0.4	0	-12	1	-9	14	0

# (continued)
canonical_smiles	HCV core dimer	PP5 inh	Efflux pump inh	CTSL1 counter	ZTA DNA inh	PP1 counter	EBNA-1 inh	PREPL inh	TPT1 inh
COc1ccccc1N/C(=N/S(=O)(=O)c1ccc(Cl)cc1)c1ccccc1	4	1.9	0.1	1	1	-1	3	1	-3
CC(C)=CC(=O)Nc1ccc(S(=O)(=O)Nc2onc(C)c2C)cc1	-8	2.5	0.1	-1	-17	-3	-2	-1	2
Cn1cc([N+](=O)[O-])c(C(=O)Nc2nccs2)n1	7	1.8	0.1	-6	8	-6	6	-3	-3
CC(OC(=O)C1CSC2(C)CCC(=O)N12)C(=O)Nc1ccc(F)cc1 (centres undefined)	.	1.5	0.3	.	-1	-3	.	-3	.
CC(=O)N(Cc1cc(=O)[nH]c2ccccc12)c1ccc(C)cc1	-1	-0.1	-0.1	2	2	-2	4	-7	-2
CCOC(=O)c1ccc(NC(=O)CSc2nc(C)cc(=O)[nH]2)cc1	63*	-1.0	-0.2	4	-19	-1	1	17	3
CCN(CC)CCN1C(=O)C(=O)/C(=C(/O)c2ccccc2)C1c1ccccc1F (centres undefined)	1	1.4	0.1	1	5	0	-3	1	-3
O=C(Cn1c(=O)cnc2ccccc21)NCC(=O)Nc1ccc(F)c(F)c1	-8	0.1	-0.1	3	-5	-6	-3	19	-4
COCCn1nnnc1C(c1cc2ccc(OC)cc2[nH]c1=O)N1CCN(C2CCCCC2)CC1 (centres undefined)	6	0.5	0.1	7	-5	-13	-12	7	6
CCCn1c(N)c(N(CCOC)C(=O)CSCC(=O)Nc2ccc(C)cc2)c(=O)[nH]c1=O	.	-0.1	0.0	.	11	-3	.	7	.
CN(CC(=O)Nc1cccc(S(=O)(=O)N(C)C)c1)Cc1ccccc1	-1	0.3	0.4	1	-10	0	0	-3	-3
O=C(NC1CC1)c1ccc2c(Cl)c3c(nc2c1)CCCC3	7	-1.7	0.0	3	-5	-2	7	1	4

# Some of the entries so far, as labelled records:
CC(C)=CC(=O)Nc1ccc(S(=O)(=O)Nc2onc(C)c2C)cc1
  HCV core dimer = -8
  PP5 inh = 2.5
  Efflux pump inh = 0.1
  CTSL1 counter = -1
  ZTA DNA inh = -17
  PP1 counter = -3
  EBNA-1 inh = -2
  PREPL inh = -1
  TPT1 inh = 2

O=C(NC1CC1)c1ccc2c(Cl)c3c(nc2c1)CCCC3
  HCV core dimer = 7
  PP5 inh = -1.7
  Efflux pump inh = 0.0
  CTSL1 counter = 3
  ZTA DNA inh = -5
  PP1 counter = -2
  EBNA-1 inh = 7
  PREPL inh = 1
  TPT1 inh = 4

O=C(Cn1c(=O)cnc2ccccc21)NCC(=O)Nc1ccc(F)c(F)c1
  HCV core dimer = -8
  PP5 inh = 0.1
  Efflux pump inh = -0.1
  CTSL1 counter = 3
  ZTA DNA inh = -5
  PP1 counter = -6
  EBNA-1 inh = -3
  PREPL inh = 19
  TPT1 inh = -4

# Exported field by field: four of the compounds above
Cn1cc([N+](=O)[O-])c(C(=O)Nc2nccs2)n1
  HCV core dimer: 7
  PP5 inh: 1.8
  Efflux pump inh: 0.1
  CTSL1 counter: -6
  ZTA DNA inh: 8
  PP1 counter: -6
  EBNA-1 inh: 6
  PREPL inh: -3
  TPT1 inh: -3

CC(OC(=O)C1CSC2(C)CCC(=O)N12)C(=O)Nc1ccc(F)cc1 (centres undefined)
  HCV core dimer: .
  PP5 inh: 1.5
  Efflux pump inh: 0.3
  CTSL1 counter: .
  ZTA DNA inh: -1
  PP1 counter: -3
  EBNA-1 inh: .
  PREPL inh: -3
  TPT1 inh: .

CC(=O)N(Cc1cc(=O)[nH]c2ccccc12)c1ccc(C)cc1
  HCV core dimer: -1
  PP5 inh: -0.1
  Efflux pump inh: -0.1
  CTSL1 counter: 2
  ZTA DNA inh: 2
  PP1 counter: -2
  EBNA-1 inh: 4
  PREPL inh: -7
  TPT1 inh: -2

CCOC(=O)c1ccc(NC(=O)CSc2nc(C)cc(=O)[nH]2)cc1
  HCV core dimer: 63*
  PP5 inh: -1.0
  Efflux pump inh: -0.2
  CTSL1 counter: 4
  ZTA DNA inh: -19
  PP1 counter: -1
  EBNA-1 inh: 1
  PREPL inh: 17
  TPT1 inh: 3
